# High-throughput results (PubChem BioAssay)
# M. tuberculosis HTS – M. tuberculosis growth inhibition, HTS (AID 449762). M. tuberculosis H37Rv growth inhibition, 7H9 media; higher % means a stronger effect. 0.59% of 330,000 active. one-dose inhibition, % at 25 µM; IC50 in µM for titrated hits; in the data active = a potency from the dose series; inconclusive = inhibition above about 70% without an active follow-up result;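 note: bacterial growth assessed after seven days of incubation; strong numbers were not always called active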
# H1N1 NS1A inhibition – H1N1 influenza NS1A inhibitors, functional cell based assay (AID 504329); NS1A functional cell-based assay, percent inhibition; higher % means a stronger effect; inhibition, % at 12.5 µM, or IC50 in µM where a hit was titrated; 0.3% of 340,000 active; in the data active = a potency from the dose series; inconclusive = inhibition above about 27% without an active follow-up result; note: strong numbers were not always called active
# M. tuberculosis – growth inhibition of non-replicating M. tuberculosis (AID 488890). 0.39% of 320,000 active. inhibition, % at 25 µM, or IC50 in µM where a hit was titrated. Mycobacterium tuberculosis non-replicating, growth inhibition; higher % means a stronger effect; in the data active = a potency from the dose series; inconclusive = inhibition mostly from about 82% at the one dose, without a potency; inactive = the rest, 99 in 100 with inhibition below about 76%;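 note: plate controls were DMSO cells for no effect and high antibiotic wells for full effect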
# VEEV TC-83 Vero – inhibitors of VEEV TC-83 cytopathic effect, confirmation, Vero cells (AID 588727). Vero cells, VEEV TC-83 cytopathic effect inhibition; higher % means a stronger effect. inhibition, % at 20 µM, or IC50 in µM where a hit was titrated. 0.13% of 350,000 active; in the data active = a potency from the dose series; inconclusive = inhibition mostly from about 14% at the one dose, without a potency; inactive = the rest, 99 in 100 with inhibition below about 12%; note: strong numbers were not always called active
# PhoP GFP inhibition – PhoP regulon inhibitors, Salmonella typhi PhoP promoter GFP reporter, confirmatory (AID 1850). Salmonella Typhi PhoP-promoter GFP reporter, fluorescence, 4 h; higher % means a stronger effect. inhibition, % at 50 µM; hits with a dose series show IC50 in µM. 0.33% of 310,000 active; in the data active = a potency from the dose series; inconclusive = inhibition mostly from about 25% at the one dose, without a potency; inactive = the rest, 99 in 100 with inhibition below about 19%;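 note: 0% = induced wells with vehicle and 100% = uninduced wells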
# VEEV TC-83 Vero 10K pilot screen – also measured in VEEV TC-83 Vero; calls as there; inhibition, %; measured here: 10K pilot screen inhibition
# The depositor's hits bear a star; i = inactive; u = inconclusive; x = not tested or not shown. Compounds were not picked by outcome; about 1.6% have a hit in one of these screens.
# Sample of the layout, two compounds:
SMILES,M. tuberculosis HTS,H1N1 NS1A inhibition,M. tuberculosis,VEEV TC-83 Vero,PhoP GFP inhibition,others
COc1ccccc1C1CN=NC12CCCc1ccccc1C2=O (stereo unspecified),-6%,17%,29%,2.8%,4%,
COC(=O)C(C)Oc1cc(OC(C)C(=O)OC)c2c(-c3ccccc3)cc(=O)oc2c1 (stereo unspecified),u,20%,70%,0.4%,-3%,

# All compounds of this part (from the top)
SMILES,M. tuberculosis HTS,H1N1 NS1A inhibition,M. tuberculosis,VEEV TC-83 Vero,PhoP GFP inhibition,others
COc1ccccc1C1CN=NC12CCCc1ccccc1C2=O (stereo unspecified),-6%,17%,29%,2.8%,4%,
COC(=O)C(C)Oc1cc(OC(C)C(=O)OC)c2c(-c3ccccc3)cc(=O)oc2c1 (stereo unspecified),u,20%,70%,0.4%,-3%,
CCCC(C)C1(CC)C(=O)NC(=Nc2ccccc2)NC1=O (stereo unspecified),-6%,3%,4%,1.0%,-4%,
CCCCn1c(=S)[nH]c2cc(S(=O)(=O)N3CCOCC3)ccc21,6%,-3%,-4%,4.5%,x,
COc1cccc2[nH]c(=O)c(-c3ccccc3)cc12,2%,-8%,-8%,1.6%,-14%,
O=C(CSc1nc(-c2ccccc2)nc2c1Cc1ccccc1O2)Nc1ccccc1,0%,x,-33%,x,-6%,
COc1ccccc1C(C)Nc1nc(-c2cccnc2)nc2ccccc12 (stereo unspecified),64%,7%,49%,3.9%,9%,
Cc1ccc(NC(=O)c2ccccc2)cc1-n1cnnn1,5%,-1%,25%,1.5%,1%,
Cn1cc(/C=C2\SC(=O)N(c3ccc(O)cc3)C2=O)c2ccccc21,-17%,23%,49%,6.6%,4%,
C=CCn1c(C)cc(C(=O)COC(=O)CCc2cc(OC)c(OC)c(OC)c2)c1C,1%,8%,11%,i,x,
CS(=O)(=O)N1CCN(C(=O)c2cccnc2)CC1,6%,9%,-4%,0.1%,-3%,
O=C(c1cc(-c2ccccc2Cl)nc2ccccc12)N1CCC1,5%,2%,-4%,7.2%,4%,
CCC(=O)Nc1ccc(C(=O)OCc2ccccc2)cc1,14%,-5%,44%,4.6%,3%,
COc1cccc(C(=O)/C=C/c2ccc(N3CCCCC3)c([N+](=O)[O-])c2)c1,u,5%,u,7.1%,-4%,
Cc1cc(SCC(=O)N(CC(C)C)c2c(N)n(CC(C)C)c(=O)[nH]c2=O)nc2ccccc12,-7%,-3%,24%,4.8%,x,
Cn1c(=O)c2ccccc2n2c(CCl)nnc12,27%,-16%,u,24%,2%,
Cc1cc(NS(=O)(=O)c2ccc(NC(=O)CSc3nc4ncccc4[nH]3)cc2)nc(C)n1,4%,2%,54%,i,20%,
CN1CCC/C1=C1/C(=O)N(c2ccccc2)N=C1NC(=O)Nc1cccc(Cl)c1,0%,-1%,4%,3.0%,9%,
CSCCC(NS(=O)(=O)/C=C/c1ccccc1)C(=O)O (stereo unspecified),-4%,1%,-4%,i,7%,
c1ccc2c(c1)OCCOCCOc1ccccc1OCCOCCO2,8%,27%,34%,1.0%,5%,
O=C(OCc1nc2ccccc2s1)c1ccccc1O,u,2%,u,1.5%,2%,
CCOC(=O)c1ccccc1NC(=O)COC(=O)CSCC(=O)Nc1cc(C)on1,7%,-3%,0%,0.3%,4%,
O=C(Nc1ccncc1)c1ccc(Cl)c(S(=O)(=O)N2CCCC2)c1,10%,1%,6%,0.3%,-7%,
CC(=O)c1c(C)[nH]c(C(=O)COC(=O)C2CC2)c1C,6%,0%,7%,i,6%,
CCN(CC)CCOC(=O)c1cc(Cl)c(N)cc1OC,-2%,-3%,1%,0.8%,23%,
C=CCNC(=S)Nc1ccc2nsnc2c1,-8%,15%,18%,0.0%,-7%,
CNc1c([N+](=O)[O-])cnn1-c1ccccc1Cl,-2%,-8%,11%,3.3%,-1%,
COc1ccc(CN2CCC(C(=O)N(C)CCc3ccc(OC)c(OC)c3)CC2)c(OC)c1,0%,2%,-5%,i,10%,
CCN(Cc1ccccc1)C(c1ccc(C)cc1)c1nnnn1C(C)(C)CC (stereo unspecified),-1%,-1%,8%,2.2%,5%,
CS(=O)(=O)NNC(=O)c1cc2cc3ccccc3nc2s1,7%,2%,-18%,0.1%,1%,
Cc1ccc(S(=O)(=O)NCC(=O)NCC2COc3ccccc3O2)cc1C (stereo unspecified),-12%,-5%,17%,1.0%,x,
O=C(Cn1cc(C(F)(F)F)cc(Cl)c1=O)NC1CCS(=O)(=O)C1 (stereo unspecified),-8%,-12%,5%,1.6%,x,
N#CC1=C(SCC(N)=O)NC(=O)CC1c1cccc2ccccc12 (stereo unspecified),x,13%,x,i,x,
O=C(CSc1nnc(-c2ccc(F)cc2)o1)Nc1ccc(S(=O)(=O)N2CCCCCC2)cc1,8%,0%,60%,0.6%,-14%,
Cc1cc(C)c(NC(=O)c2cccc(NC(=O)c3ccco3)c2)c(C)c1,3%,21%,25%,1.0%,2%,
COc1ccc(CC(=O)N2CCN(c3ccccn3)CC2)cc1OC,2%,18%,4%,0.5%,1%,
CC1(C)C2CCC1(CS(=O)(=O)N1CCN(c3ccc(F)cc3)CC1)C(=O)C2 (stereo unspecified),12%,2%,25%,1.4%,-8%,
CCC(C)(C)C1CCC2(CC1)NC(=S)N(c1ccccc1)N2 (stereo unspecified),67%,0%,1%,0.4%,7%,
NS(=O)(=O)c1ccc(NC(=O)CSc2ncccn2)cc1,0%,5%,0%,2.0%,20%,
Cc1nc2c(C(=O)NCc3ccc4c(c3)OCO4)c[nH]n2c(=O)c1Cc1ccccc1F,8%,-8%,62%,i,-11%,
Cc1ccc(OCC(=O)NCC(=O)Nc2ccc(F)cc2)c([N+](=O)[O-])n1,3%,-5%,3%,i,3%,VEEV TC-83 Vero 10K pilot screen=0.8
Cc1ccc(NC(=O)CCNCc2ccco2)cc1S(=O)(=O)N(C)C,-8%,13%,-5%,1.8%,11%,
CCc1ncc(CN2CCC(C(=O)Nc3ccc(-n4nc(C)cc4C)cc3)CC2)cn1,-5%,-8%,-5%,2.2%,-8%,
CC1=C(C(=O)N2CCOCC2)C(c2ccccc2F)C2=C(CC(C)(C)CC2=O)N1 (stereo unspecified),-3%,6%,-6%,i,-15%,
Cc1nc(SCC(=O)NNC(=O)c2cccs2)[nH]c(=O)c1C,10%,5%,67%,0.6%,1%,
O=C1CCCC2=C1C(c1cccnc1)Nc1ccccc1N2 (stereo unspecified),-4%,-8%,4%,2.5%,-12%,
O=[N+]([O-])c1ccc(C2OCCO2)cc1CS(=O)(=O)c1ccccc1,0%,-2%,-4%,3.7%,-3%,VEEV TC-83 Vero 10K pilot screen=1.2
CNC(=S)N/N=C(\C)c1ccc(Cl)c(Cl)c1,2%,1%,u,4.2%,-5%,
Cc1cccc(NC(=O)CSc2nnc(C3CC3)n2CC2CCCO2)c1C (stereo unspecified),8%,-8%,-1%,0.3%,15%,
Cc1cccc(OCc2cc(-c3ccccc3)no2)c1C,-3%,-25%,27%,i,-2%,
# (more compounds)
SMILES,M. tuberculosis HTS,H1N1 NS1A inhibition,M. tuberculosis,VEEV TC-83 Vero,PhoP GFP inhibition,others
O=C(Cc1ccccc1[N+](=O)[O-])N1CCN(c2ccccc2F)CC1,-4%,1%,12%,0.5%,-10%,
O=C(CSc1nnc(-c2ccco2)o1)NCC(=O)c1ccccc1,-4%,-8%,u,0.7%,9%,
Cn1c(=O)cc(C(=O)N/N=C/c2ccc(F)cc2)[nH]c1=O,-5%,-16%,-14%,0.5%,11%,
O=C(CN(C(=O)CCC(=O)Nc1nccs1)c1ccc2c(c1)OCO2)NCc1ccc(F)cc1,-8%,4%,-3%,4.8%,5%,
Cc1ccc(S(=O)(=O)Nc2cc3c4c(c2)CC(=O)N4CCC3)cc1,34%,-2%,19%,1.4%,2%,
CCOC(=O)C1=C(c2ccccc2)OC(N)=C(C#N)C1c1cccnc1 (stereo unspecified),-3%,1%,46%,1.8%,10%,
Cc1ccc(-c2oc3ccccc3c(=O)c2O)cc1,28%,-2%,u,0.5%,-1%,
CCCN(CCC)S(=O)(=O)c1ccc(C(=O)N2CC3CCC(CC3)C2)cc1,-9%,-18%,26%,0.9%,-2%,
C=CCS(=O)(=O)N1CCCC(C(=O)c2cccc(Cl)c2)C1 (stereo unspecified),-2%,5%,10%,1.6%,7%,
C=CCN(C(=O)CCC(=O)Nc1cc(C)on1)C(C(=O)NC1CCCC1)c1ccc(C)cc1 (stereo unspecified),6%,4%,9%,0.8%,-21%,
Cc1ccc2c(c1Br)/C(=N/N1C(=O)c3ccccc3C1=O)C(=O)N2,5%,-12%,3%,1.4%,-3%,
Cc1ccc(OCCSCc2nnc(NC(=O)Nc3cccc(Cl)c3)s2)cc1,-2%,2%,13%,i,-8%,
CC1CCN(C(=O)COC(=O)c2cc(Cl)cc(Cl)c2N)CC1,3%,-10%,x,3.2%,-8%,
O/N=C1/CCc2cccc3cccc1c23,-3%,9%,4%,1.9%,-6%,
COc1ccc(N2C(=O)CCC2(C(N)=O)c2ccccc2)cc1 (stereo unspecified),0%,7%,5%,i,-2%,
O=C(NNC(=O)c1ccc2[nH]c(=O)c(=O)[nH]c2c1)c1cccc(Br)c1,6%,3%,-7%,2.1%,-7%,
C/C(=N\NS(=O)(=O)c1ccc(Cl)cc1)c1ccc(O)cc1,12%,-6%,-4%,0.2%,-14%,
CCOc1ccc2nc(NC(=O)c3cnccn3)sc2c1,34%,-5%,u,1.5%,-2%,
COc1ccc(CCNC(=O)c2ccc(NS(=O)(=O)c3ccc4[nH]c(=O)[nH]c4c3)cc2)cc1,1%,-10%,7%,3.0%,0%,
Cc1cc(O)c(CN2CC=C(c3ccccc3)CC2)cc1C(C)C,2%,5%,23%,2.2%,8%,

# 5 entries picked at random from the list so far:
SMILES,M. tuberculosis HTS,H1N1 NS1A inhibition,M. tuberculosis,VEEV TC-83 Vero,PhoP GFP inhibition,others
CC(=O)c1c(C)[nH]c(C(=O)COC(=O)C2CC2)c1C,6%,0%,7%,i,6%,
CC1(C)C2CCC1(CS(=O)(=O)N1CCN(c3ccc(F)cc3)CC1)C(=O)C2 (stereo unspecified),12%,2%,25%,1.4%,-8%,
CNc1c([N+](=O)[O-])cnn1-c1ccccc1Cl,-2%,-8%,11%,3.3%,-1%,
CCc1ncc(CN2CCC(C(=O)Nc3ccc(-n4nc(C)cc4C)cc3)CC2)cn1,-5%,-8%,-5%,2.2%,-8%,
COc1cccc(C(=O)/C=C/c2ccc(N3CCCCC3)c([N+](=O)[O-])c2)c1,u,5%,u,7.1%,-4%,

# (cont.)
SMILES,M. tuberculosis HTS,H1N1 NS1A inhibition,M. tuberculosis,VEEV TC-83 Vero,PhoP GFP inhibition,others
O=C(c1ccc(F)cc1)N1CCCC(c2ccccc2)C1 (stereo unspecified),19%,0%,6%,0.7%,5%,
Cc1sc(NC(=O)COc2cccc(-n3cnnn3)c2)c(C#N)c1C,-13%,5%,19%,i,-7%,
CCc1nc(SCC(=O)Nc2ccccc2OC)c2c(C)c(C)sc2n1,6%,5%,24%,7.3%,-16%,
COC(=O)c1cc(S(=O)(=O)C(C)C)c(S(C)=O)s1 (stereo unspecified),0%,-11%,3%,5.2%,-1%,
CC(C)Sc1ccc(C(=O)Nc2ccc(F)cc2F)cn1,u,4%,45%,0.7%,-4%,
Cc1cc(C)cc(OCC(=O)N/N=C/c2ccco2)c1,10%,-9%,x,2.0%,9%,
O=c1cc(O)c2c(=O)n(-c3ccccc3)c3c(c2o1)CCCCCC3,-9%,0%,13%,1.1%,-7%,
O=C(CC1C(=O)NCCN1C(=O)Nc1ccccc1)Nc1cccc(C(F)(F)F)c1 (stereo unspecified),-3%,-29%,12%,i,-5%,
O=C(C[C@@H]1NS(=O)(=O)OC2CCCCC21)c1ccccc1 (stereo partly specified),0%,8%,14%,0.3%,-3%,
Cc1ccc(NC(=O)CC(O)(C(F)(F)F)C(F)(F)F)c(Br)c1,51%,-11%,33%,i,-7%,
Cc1cccc(NS(=O)(=O)c2cc3c(cc2C)N(C)CCO3)c1,-3%,10%,1%,1.2%,4%,VEEV TC-83 Vero 10K pilot screen=0.8
Cc1ccc(C(=O)N/C(=C/c2cccc([N+](=O)[O-])c2)C(=O)NCC2CCCO2)cc1 (stereo unspecified),0%,-4%,-10%,0.1%,3%,
Cc1cc(C)c2cc(CN(CCCO)S(=O)(=O)c3ccccc3F)c(=O)[nH]c2c1,3%,8%,-3%,3.5%,-2%,
COC(=O)CSC1=C(C#N)C(c2ccc(C)cc2)C2=C(CCCC2=O)N1 (stereo unspecified),u,-25%,u,6.5%,9%,
O=C(/C=C/Nc1ccc(S(=O)(=O)Nc2ncccn2)cc1)c1ccc(Cl)c(Cl)c1,-4%,2%,16%,2.1%,5%,
